Source: PubChem BioAssay (several laboratories)
NOD1 inhibition: inhibition of NOD1-driven NF-kB reporter – cell-based, luminescence, uHTS, primary screen (AID 1578); NOD1-driven NF-kB luciferase reporter cells, luminescence; higher % means a stronger effect; inhibition, % at 4 µM; hits with a dose series show EC50 in µM; actives 1% (n = 290,000); in the data active = inhibition mostly above about 36%, no sharp cut-off; inactive = mostly below about 34%;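 note: HEK-293T reporter cells stimulated with the NOD1 agonist gamma-tri-DAP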
M17LAP inhibition: P. falciparum M17LAP inhibitors, primary screen, biochemical, fluorogenic H-Leu-NHMec substrate, 1536-well (AID 1619) | one-dose inhibition, % at 30 µM; IC50 in µM for titrated hits | actives 0.38% (n = 220,000) | recombinant M17LAP, H-Leu-NHMec fluorogenic kinetic assay; higher % means a stronger effect;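 active = compound inhibiting the enzyme by more than half at any dose during confirmatory dose-response retesting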;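 note: plate controls were full reaction with DMSO carrier for no effect and no enzyme background for full effect; strong numbers were not always called active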
Insulin prom up: MIN6 insulin promoter up-regulation. MIN6 insulin promoter-GFP reporter, high-content imaging; active compounds read high. z-score at 5 µM. actives 0.3% (n = 190,000);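 active = z-score above 3 at 5 µM with at least 500 cells counted in the well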
MT stabilize HCS: microtubule stabilization, imaging screen | HeLa tubulin immunostaining HCS, 24 h; share of cells brighter than vehicle mean+2SD | % tubulin-high responders, % at 10 µM | actives 0.83% (n = 200,000) | AID 2205;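 active = plate Z-score above 3 for both tubulin-high and condensed-nucleus cell shares, with cell loss under 80%, at 10 µM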;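 note: anti alpha tubulin signal scored within the nucleus-defined area of each cell; some results filed as inactive read as strong as hits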
b-catenin transl: beta-catenin nuclear translocation modulation | nuclear translocation activity, % at 5 µM | actives 0.3% (n = 190,000) | HeLa beta-catenin nuclear translocation, immunofluorescence imaging;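 active = nuclear translocation activity above 50% at 5 µM, with a well cell count of 50 or more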;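 note: per-cell ratio of nuclear to cytoplasmic median beta-catenin stain intensity; plate controls were DMSO negative control for no effect and GSK-3 inhibitor IX positive control for full effect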
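System: Human HeLa cells, endogenous beta-catenin | Compound dosing: 5 µM primary, 0.02–20 µM confirmation | Timing: 24 h compound exposure at 37°C, 5% CO2 | Measured by: Fluorescence imaging of beta-catenin antibody stain plus DAPI | Read-out basis: % activation of per-cell nuclear versus cytoplasmic median beta-catenin signal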
Yfh1-off respiration: enhancers of respiration in Yfh1-depleted yeast, dose response, Friedreich's ataxia, plus single-dose screen (AID 1465); actives 0.074% (n = 220,000); S. cerevisiae Yfh1-off respiration, WST-1 reduction, 72 h; higher fold induction means a stronger effect; fold induction at 50 µM, or EC50 in µM where a hit was titrated;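 active = fold induction of absorbance versus untreated yeast above a set limit, then at least 30% activation at any dose in follow-up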;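 note: activators that raise dye reduction in frataxin-depleted yeast; strong numbers were not always called active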
Autophagy HCS: alters autophagy in cells; actives 0.98% (n = 190,000); calls only at 10 µM (by protocol); AID 463193; MEF GFP-LC3 puncta imaging; test concentration mostly 10 µM;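 active = percentage of spot-positive cells more than 3 SD above its plate mean, without a fluorescence outlier flag or 80% toxicity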;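 note: spot-positive cell cutoff set from DMSO-treated cells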
Dynein cargo inh: blocks dynein driven cargo transport along microtubules; z-score, hits read low; AID 1381; 3617.4 mouse cells, GR-EGFP nuclear translocation imaging; test concentration mostly 20 µM; stimulated with dexamethasone, 1 µM; active compounds read low; actives 0.47% (n = 220,000);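 active = plate z-score of nuclear minus cytoplasmic receptor signal below a set negative limit, without overly bright fluorescence or cell loss, cut at about -3.5 in these data, passing the limit was not always enough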;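 note: z-score of nuclear minus cytoplasmic ring GR-EGFP intensity difference per well; some compounds called inactive have numbers as strong as hits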
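Buffer or medium: tet-free medium with charcoal-stripped serum / Also added: dexamethasone agonist, 1.0 µM final, for 30 min / Timing: induction 48 h, compound 1 h, agonist 30 min / Measured by: high-content fluorescence imaging after fixation / Read-out: nuclear-to-cytoplasmic GR-EGFP distribution per well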
HEK293 NOD2/NF-kB: inhibition of NOD2-driven NF-kB reporter – cell-based, luminescence, uHTS, HEK293 (AID 1566); HEK293 NOD2/NF-kB luciferase reporter, luminescence; higher % means a stronger effect; one-dose inhibition, % at 4 µM; EC50 in µM for titrated hits; actives 0.63% (n = 290,000); in the data active = inhibition above about 50%; note: many of its hits are not listed in these tables
Dynein cargo inh cytoplasmic EGFP: recorded beside Dynein cargo inh, whose call it bears; z-score; measured here: cytoplasmic GR-EGFP intensity; active compounds read high
Dynein cargo inh nuclear GR-EGFP: second read-out of Dynein cargo inh, no call of its own (marks repeat the call); z-score; measured here: nuclear GR-EGFP intensity;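 lower value marks the stronger effect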
Dynein cargo inh cell count: also measured in Dynein cargo inh; calls as there; z-score; measured here: cell count per field
Insulin prom up cell count: recorded beside Insulin prom up, whose call it bears; cell count; measured here: cytotoxicity, nuclei count;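 total cells summed across four imaged fields per well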
b-catenin transl cell count 5 µM: also measured in b-catenin transl; calls as there; cell count; measured here: cell count, cytotoxicity flag
MT stabilize HCS Hoechst-high %: also measured in MT stabilize HCS; calls as there; % Hoechst-high responders; measured here: nuclear condensation Hoechst responders;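 share of cells brighter than vehicle mean plus two SD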
MT stabilize HCS cytotoxicity %: further read-out of MT stabilize HCS, marked with its call; toxicity, %; measured here: cytotoxicity by cell density;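 0% = mean cell density of plate MIN control wells and 100% = no cells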
Autophagy HCS cell loss 18 h: second read-out of Autophagy HCS, no call of its own (marks repeat the call); toxicity, %; measured here: cell loss, nuclei count;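 cell loss after 18 h compound exposure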
Numbers without * were called inactive; i = inactive; · = not tested or not shown; & = joins results of further samples. Not all compounds are listed. The share of hits here may be higher or lower than overall.

SMILES	NOD1 inhibition	M17LAP inhibition	Insulin prom up	Insulin prom up cell count	MT stabilize HCS	MT stabilize HCS Hoechst-high %	MT stabilize HCS cytotoxicity %	b-catenin transl	b-catenin transl cell count 5 µM	Yfh1-off respiration	Autophagy HCS	Autophagy HCS cell loss 18 h	Dynein cargo inh	Dynein cargo inh cytoplasmic EGFP	Dynein cargo inh nuclear GR-EGFP	Dynein cargo inh cell count	HEK293 NOD2/NF-kB
CCOC(=O)CC1COCCN1C(=O)CCc1nnc(-c2ccsc2)o1 (stereo not given)	14%	4%	·	·	2.4	2.6	6.0	-0.2	1551	i	i	-4	2.3	0.12	1.7	-1.6	-22%
COc1ccc2cc(CN(CC3COCCO3)S(=O)(=O)c3c(C)cc(C)cc3C)c(=O)[nH]c2c1 (stereo not given)	-5%	-17%	-0.38	1277	2.4	2.6	16	-3.4	980	i	i	24	-0.28	-0.17	-0.2	0.95	-5%
Nc1c(S(=O)(=O)c2cccc(Cl)c2)c2nc3ccccc3nc2n1CCN1CCOCC1	2%	-4%	0.96	1083	5.7	2.4	5.9	3.5	914	i	i	3	-0.41	-0.16	0.091	-0.18	-14%
CCCC(C)NC(=O)c1ccccc1SC (stereo not given)	18%	8%	·	·	2.9	2.0	7.3	-0.8	1598	i	i	-7	-0.65	-0.25	-0.54	0.78	0%
CCOC(=O)/C=C(\C)Sc1cc(=O)oc2ccccc12	34%	-4%	·	·	3.5	3.0	5.7	-0.4	1204	i	i	10	0.45	-0.26	0.52	0.17	22%
Cc1cc(OCC(=O)Nc2ccccc2F)nc(C(C)C)n1	-15%	-6%	-0.62	1335	1.3	1.5	8.0	-0.4	1106	i	i	-9	-0.49	-0.14	0.11	-0.22	8%
CC(C)CCN1CCN(C2CCN(c3ccccc3)CC2)CC1CCO (stereo not given)	-33%	3%	-0.31	1383	2.2	2.7	11	-0.6	1055	i	i	-8	-0.45	-0.38	-0.36	0.19	16%
Cn1nnnc1SCC(=O)Nc1cc(S(=O)(=O)N2CCCC2)ccc1Cl	-9%	11%	0.16	1635	1.9	1.7	7.0	-1.7	1164	i	i	6	0.16	0.054	-0.44	0.2	4%
CCNC(=O)COC(=O)/C=C/c1cccc([N+](=O)[O-])c1	-33%	3%	0.29	1613	1.4	2.6	3.5	-1.3	1062	i	i	38	0.43	-0.3	0.64	-0.37	6%
COc1ccc(NC(=O)c2nc(C)c(C3(C)CC(c4ccccc4)=NO3)s2)cc1 (stereo not given)	3%	3%	-0.01	1063	·	·	·	0.7	1352	i	·	·	-0.56	-0.65	-0.095	-0.55	-12%
O=c1c(S(=O)(=O)c2ccc(Cl)cc2)cn(Cc2ccccc2F)c2ccc(F)cc12	14%	0%	-0.65	1104	4.4	2.9	5.8	0.9	1073	i	i	7	0.14	-0.26	0.53	-1	-24%
Cc1ccc(SCc2cc(-c3ccc(Cl)cc3)on2)cc1	-20%	2%	0.26	1812	2.0	1.7	4.1	-1.3	1143	i	i	0	-0.53	-0.084	-0.53	0.51	-6%
Clc1ccccc1CSc1nnc(-c2ccco2)c(-c2ccco2)n1	-6%	26%	-0.3	1615	4.7	2.7	9.0	0.3	1320	i	i	-6	-1	-0.13	-0.27	-0.087	-1%
Nc1ccc2nc(CCCCCCCCc3nc4ccc(N)cc4[nH]3)[nH]c2c1	-14%	1%	-0.37	1286	3.4	1.1	0.3	2.0	1028	i	i	0	-1	-0.35	-0.57	0.73	-5%
CCC1CCCCN1S(=O)(=O)c1ccc(S(=O)(=O)N2CCN(S(=O)(=O)CC)CC2)cc1 (stereo not given)	24%	0%	0.39	592	5.1	2.2	3.7	-2.7	1022	i	i	5	1.1	-0.049	1.1	-1.8	9%
O=C(Cn1ncnn1)OCc1ccccc1Cl	-6%	-2%	0.05	1291	3.0	1.8	7.2	2.2	1179	i	i	-2	0.53	-0.14	0.38	0.21	8%
COc1ccc(NC(=O)C(NC(=O)CNC(C)=O)c2ccc(C)cc2)cc1 (stereo not given)	-3%	0%	·	·	1.8	1.5	4.6	-2.0	1047	i	i	0	0.27	0.45	0.34	0.042	-29%
CSc1ccc(/C=N/Nc2nc(C)cc(=O)[nH]2)cc1	-44%	45%	0.81	1214	2.4	1.2	6.1	-0.8	1152	i	i	32	0.94	-0.21	0.65	-0.81	-38%
COc1ccc(Cc2c(O)nc(SCC(=O)NC34CC5CC(CC(C5)C3)C4)[nH]c2=O)cc1	-11%&-46%	-8%&6%	-0.25&-1.7	1108&1643	3.7	2.1	4.9	0.9&-4.8	1251&1085	i	i	11	0.16&-0.55	-0.21&-0.19	-0.0035&0.29	0.32&0.25	20%&5%
COc1cccc(N2C(=O)C3CC=C(Cl)CC3C2=O)c1 (stereo not given)	-10%	17%	0.77	1311	3.2	2.2	7.0	·	·	i	i	-9	-0.11	-0.24	-0.018	0.45	-10%
CN(C)S(=O)(=O)c1cccc(NC(=O)COC(=O)CCc2nc3ccccc3s2)c1	-10%	5%	0.82	868	1.0	1.8	18	-0.9	1225	i	i	-8	0.56	-0.14	0.16	-1.2	-7%
CC(OC(=O)Cn1c(C(F)(F)F)nc2ccccc21)C(N)=O (stereo not given)	-9%	-4%	-0.44	1569	2.7	1.9	4.7	-3.1	1347	i	i	-19	-0.35	-0.19	0.57	1.1	1%
O=C(Nc1ccccc1-c1nnn(CC(=O)N2CCN(c3ccccc3)CC2)n1)c1cccs1	2%	4%	·	·	4.1	2.2	1.3	3.0	1087	i	i	1	-0.67	-0.44	-0.066	0.37	-10%
COC(/C=C/Nc1ccc(Cl)cc1)=C(C#N)C#N	-6%	8%	0.28	1123	1.8	2.1	2.6	1.1	1019	i	i	3	0.86	-0.32	0.8	-0.56	-9%
O=c1cc(-c2ccc(O)c(O)c2)oc2cc(O)cc(O)c12	9%	12%	·	·	·	·	·	-0.6	1077	i	·	·	1.1	-0.69	0.66	-0.94	-144%

(continued)
SMILES	NOD1 inhibition	M17LAP inhibition	Insulin prom up	Insulin prom up cell count	MT stabilize HCS	MT stabilize HCS Hoechst-high %	MT stabilize HCS cytotoxicity %	b-catenin transl	b-catenin transl cell count 5 µM	Yfh1-off respiration	Autophagy HCS	Autophagy HCS cell loss 18 h	Dynein cargo inh	Dynein cargo inh cytoplasmic EGFP	Dynein cargo inh nuclear GR-EGFP	Dynein cargo inh cell count	HEK293 NOD2/NF-kB
Cc1ccc(C)n1-n1c(C)nc2scc(-c3cccs3)c2c1=O	31%	0%	-0.27	1099	2.2	2.7	10	-0.2	884	i	i	-12	1.6	0.36	1.9	-1.8	4%
O=c1oc(-c2ccccc2NS(=O)(=O)c2ccc(F)cc2)nc2ccccc12	6%	6%	·	·	·	·	·	-0.9	1002	i	·	·	-0.72	-0.24	-0.39	1.1	6%
CC(=O)Nc1ccc(Oc2cnccn2)cc1	-9%	5%	-0.09	1536	1.7	3.2	8.1	-0.8	1027	i	i	-14	-0.2	-0.12	0.053	-0.08	21%
CC(C)CCn1c2ccccc2c2cc(CC(N)=O)ccc21	4%	0%	·	·	·	·	·	1.7	1242	i	·	·	-0.27	-0.18	-0.24	-0.12	15%
COc1cccc(OC)c1OCCOCCn1cnc2ccccc2c1=O	-1%	-15%	0.6	1142	2.6	2.8	6.7	-0.9	1110	i	i	-6	-0.44	-0.24	-0.32	0.61	8%
O=[N+]([O-])c1c(NCCCO)cc(Sc2ccc(Cl)cc2)c2nonc12	-46%	6%	-0.45	781	2.3	1.5	1.9	-2.4	1080	i	i	1	-4.7*	0.98*	-2.7*	0.85*	2%
O=C(C1=C[C@H](C2CCCCC2)C[C@H](OCc2ccc(CO)cc2)O1)N1CCN(Cc2ccccc2)CC1	-5%	-1%	-1.1	1458	5.1	1.4	8.7	0.8	1104	i	i	15	-0.21	-0.22	0.16	-0.57	7%

Entries of single compounds, looked up by structure. Values in the order: NOD1 inhibition, M17LAP inhibition, Insulin prom up, Insulin prom up cell count, MT stabilize HCS, MT stabilize HCS Hoechst-high %, MT stabilize HCS cytotoxicity %, b-catenin transl, b-catenin transl cell count 5 µM, Yfh1-off respiration, Autophagy HCS, Autophagy HCS cell loss 18 h, Dynein cargo inh, Dynein cargo inh cytoplasmic EGFP, Dynein cargo inh nuclear GR-EGFP, Dynein cargo inh cell count, HEK293 NOD2/NF-kB
CCCC(C)NC(=O)c1ccccc1SC (stereo not given) is entered as 18%, 8%, ·, ·, 2.9, 2.0, 7.3, -0.8, 1598, i, i, -7, -0.65, -0.25, -0.54, 0.78, 0%
CC(C)CCn1c2ccccc2c2cc(CC(N)=O)ccc21 is entered as 4%, 0%, ·, ·, ·, ·, ·, 1.7, 1242, i, ·, ·, -0.27, -0.18, -0.24, -0.12, 15%
O=[N+]([O-])c1c(NCCCO)cc(Sc2ccc(Cl)cc2)c2nonc12 is entered as -46%, 6%, -0.45, 781, 2.3, 1.5, 1.9, -2.4, 1080, i, i, 1, -4.7*, 0.98*, -2.7*, 0.85*, 2%
COc1ccc2cc(CN(CC3COCCO3)S(=O)(=O)c3c(C)cc(C)cc3C)c(=O)[nH]c2c1 (stereo not given) is entered as -5%, -17%, -0.38, 1277, 2.4, 2.6, 16, -3.4, 980, i, i, 24, -0.28, -0.17, -0.2, 0.95, -5%
